Compound activity as filed in PubChem.
IEC-6 tox = cytotoxicity in IEC-6 intestinal epithelial cells, primary screen, cytotoxicity control for KLF5 inhibitor project, cell-based, luminescence. inhibition, % at 5 µM. IEC-6 cytotoxicity, luminescence viability. AID 1825, 2009. actives 0.78% (n = 290,000); in the data active means inhibition above about 22%;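 further: 0% = plate median of test compound wells and 100% = cytotoxic reference compound wells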
AI-2 QS modul = Vibrio harveyi AI-2 quorum sensing modulators, primary screen, JMH597 strain, luminescence/OD600 ratio; Vibrio harveyi JMH597 AI-2 luminescence/OD600 ratio, 9 h; hits give low values; strain lacks LuxN and CqsS sensors; 0 = neutral-control median; activity change, % at 7.5 µM; actives 0.4% (n = 300,000); in the data active means activity change below about -75%, passing the limit was not always enough;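 further: luminescence divided by OD600 gain over 9 h not by final OD600 alone; inactives centre near 13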
HSF1 inh = HSF1 inhibitors in luciferase reporter cells, primary screen, cell-based, NIH3T3, luminescence | NIH3T3-HGL HSE-luciferase, MG132-induced, luminescence 8 h; hits give low values | activity change, negative = inhibition, % at 7.5 µM (by protocol) | actives 0.77% (n = 300,000);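 active means more than half of replicate wells show activity change below -50%, luminescence cut by over half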;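 further: luciferase reports HSF-1 transcriptional activity via heat shock element; 0% = median of DMSO wells and -100% = zero luminescence signal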
aSyn 5UTR inh = MLPCN primary screen, SNCA 5' untranslated region; actives 0.82% (n = 300,000); AID 1813, 2009; inhibition, % (tested at 7.5 µM); alpha-synuclein 5'UTR reporter, inhibitor activity; in the data active means inhibition above about 60%;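 further: H4 neuroglioblastoma cells stably carrying SNCA 5'UTR luciferase fusion; 0% = DMSO wells and 100% = positive control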
PolyA inhibitor = polyadenylation inhibitors in yeast reporter cells, primary screen, luminescence, S. cerevisiae; calls only at 12 µM; S. cerevisiae SKY197-pL101 polyadenylation reporter, beta-gal luminescence; efflux-impaired pdr1/pdr3 knockout yeast; score 100 = 6 SD above DMSO; AID 1875, 2009; actives 0.02% (n = 300,000);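 active means lowest replicate activity score at least 50, where 100 means six control SD above control mean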;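 further: yeast exposed to compound for 9 h at 30 °C; higher score means more reporter readthrough which indicates perturbed polyadenylation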
HSF1 activator = HSF-1 activators, primary screen, NIH3T3-HGL cells, MG132 stress, luminescence, single point; NIH3T3-HGL HSF-1 luciferase reporter, 8 h; 100% = twice DMSO control signal; activation, % at 9 µM; actives 1.7% (n = 300,000); AID 504408, 2011;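 active means mean replicate activation of at least 50% with a set share of replicates each reaching 50%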;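 further: 0% = median of the neutral control wells and 100% = twice that signal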
KLF5 inhibitor = KLF5 expression inhibitors, primary screen, DLD-1 cells, luminescence. DLD-1 KLF5 promoter-luciferase reporter. inhibition, % at 5 µM. actives 0.23% (n = 290,000). AID 1700, 2009;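 active means inhibition above a per-plate limit of that plate's mean compound inhibition plus 3 SD, cut at about 60% in these data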;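 further: 0% = DMSO wells and 100% = LY294002 at 200 µM; higher means less KLF5 promoter-driven luciferase light; inactives centre near -14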
HSP90 refold inh = HSP90 inhibitors, primary screen, cell lysate, luminescence. Rabbit reticulocyte lysate, luciferase refolding luminescence, 3 h. inhibition, % at 5.6 µM. actives 0.91% (n = 290,000);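 active means inhibition above the screen-wide mean plus 3 SD, computed separately per campaign, cut at about 16% in these data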;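 further: 0% = DMSO wells and 100% = 60 µM geldanamycin wells; inhibitors lower the luminescence because luciferase stays unfolded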
GSK3B inh = human GSK3beta kinase inhibitors, primary screen, biochemical, cell-free homogeneous, HTS; GST-GSK3beta kinase, ADP-Glo luminescence, 60 min; hits give low values; Glycogen synthase kinase-3 beta (Homo sapiens), P49841; AID 2097, 2009; activity score (negative = inhibition), % at 10 µM; actives 0.038% (n = 300,000);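 active means more than half of replicate wells score below -50%, meaning over 50% inhibition versus plate controls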;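 further: 0% = median DMSO wells and -100% = median GW8510 positive control wells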
Target sequence (P49841 whole entry, looked up): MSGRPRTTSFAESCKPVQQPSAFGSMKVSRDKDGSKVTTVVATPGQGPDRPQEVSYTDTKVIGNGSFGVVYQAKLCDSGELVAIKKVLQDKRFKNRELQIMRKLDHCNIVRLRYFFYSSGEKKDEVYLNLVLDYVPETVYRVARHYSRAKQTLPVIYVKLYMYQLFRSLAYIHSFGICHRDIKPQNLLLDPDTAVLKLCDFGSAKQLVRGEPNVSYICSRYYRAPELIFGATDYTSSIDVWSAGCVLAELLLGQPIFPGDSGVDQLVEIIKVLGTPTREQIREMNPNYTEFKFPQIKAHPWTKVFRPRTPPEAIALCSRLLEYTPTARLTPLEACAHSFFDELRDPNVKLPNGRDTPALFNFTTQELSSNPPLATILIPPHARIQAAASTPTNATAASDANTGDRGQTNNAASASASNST
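Assay system: GST-fused GSK3beta enzyme, cell-free / Medium: Tris pH 7.5 buffer with MgCl2, DTT, BSA, heparin / Also added: peptide substrate plus 25 µM ATP (final) / Compound: 10 µM single point / Timing: kinase reaction with compound 60 min at room temperature / Detection: ADP-Glo luminescence / Benchmarks: DMSO neutral wells and GW8510 at 20 µM as positive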
GSK3A inh = blockers of GSK3A enzyme activity – biochemical, luminescence, cell-free homogeneous, HTS, primary screen; actives 0.1% (n = 320,000); inhibition, % at 10 µM; GSK-3 alpha kinase, ADP-Glo luminescence, 60 min;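 in the data active means inhibition above about 50%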;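 further: GST-tagged GSK-3 alpha with peptide substrate and 25 µM ATP; 0% = DMSO neutral wells and 100% = GW8510 positive control wells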
Target sequence (P49840 whole entry, looked up): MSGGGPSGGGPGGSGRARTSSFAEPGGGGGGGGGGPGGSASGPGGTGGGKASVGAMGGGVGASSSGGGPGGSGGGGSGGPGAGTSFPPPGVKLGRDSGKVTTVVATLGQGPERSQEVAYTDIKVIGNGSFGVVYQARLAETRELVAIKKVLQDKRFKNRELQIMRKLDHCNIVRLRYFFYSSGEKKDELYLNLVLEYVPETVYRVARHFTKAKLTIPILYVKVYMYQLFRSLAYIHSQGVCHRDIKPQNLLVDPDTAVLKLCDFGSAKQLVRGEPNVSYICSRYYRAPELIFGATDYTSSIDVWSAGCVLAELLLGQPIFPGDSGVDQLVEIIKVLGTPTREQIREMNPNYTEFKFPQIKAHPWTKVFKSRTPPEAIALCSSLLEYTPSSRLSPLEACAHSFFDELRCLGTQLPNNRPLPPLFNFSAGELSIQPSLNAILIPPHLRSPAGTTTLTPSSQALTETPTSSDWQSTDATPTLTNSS
* marks the source's active call; other numbers are inactive results; i = inactive; . = no result given. An excerpt, so the mix of outcomes need not match the whole.

The first 2 records (preview)
SMILES | IEC-6 tox | AI-2 QS modul | HSF1 inh | aSyn 5UTR inh | PolyA inhibitor | HSF1 activator | KLF5 inhibitor | HSP90 refold inh | GSK3B inh | GSK3A inh
CN(C)c1ccc(N=Nc2cccc(F)c2)cc1 | 7 | -14 | 6 | -106 | i | -2 | -98 | 39* | -15 | -3
COc1cc(/C=N/N2CCN(c3ccccc3OC)CC2)ccc1OC(C)=O | 0 | 10 | -1 | -52 | i | 33 | -32 | -3 | 3 | -3

Results, from the start:
SMILES | IEC-6 tox | AI-2 QS modul | HSF1 inh | aSyn 5UTR inh | PolyA inhibitor | HSF1 activator | KLF5 inhibitor | HSP90 refold inh | GSK3B inh | GSK3A inh
CN(C)c1ccc(N=Nc2cccc(F)c2)cc1 | 7 | -14 | 6 | -106 | i | -2 | -98 | 39* | -15 | -3
COc1cc(/C=N/N2CCN(c3ccccc3OC)CC2)ccc1OC(C)=O | 0 | 10 | -1 | -52 | i | 33 | -32 | -3 | 3 | -3
Cc1cc(C)cc(N(C(C)C(=O)N2CCCC2)S(C)(=O)=O)c1 (centres undefined) | 3 | 8 | 1 | 8 | . | 14 | -28 | -3 | -1 | 0
COc1nc(-c2ccccc2)cc(C(F)(F)F)n1 | 4 | 4 | -5 | 6 | i | -12 | -23 | 3 | 0 | -2
COc1cccc2cc(C(=O)C3=C(O)C(=O)N(CCN4CCOCC4)C3c3ccc(Cl)cc3)oc12 (centres undefined) | -2 | 8 | 0 | -20 | i | -2 | -3 | 1 | 1 | 0
CC(C(=O)O)n1nnc2ccccc21 (centres undefined) | 2 | 11 | -5 | 4 | i | -1 | 2 | 1 | 0 | -1
N#CC1=C(N)SC(C(=O)c2ccccc2)C1c1cccs1 (centres undefined) | -3 | 7 | 3 | 18 | i | 2 | -20 | 2 | -5 | 1
COc1ccccc1-c1coc2c(CN3C(C)CCCC3C)c(O)ccc2c1=O (centres undefined) | -3 | 17 | 3 | -3 | i | 2 | -5 | -5 | 6 | -3
CCOC(=O)c1cc(C)sc1NC(=O)CN1CCN(C(=O)c2ccco2)CC1 | 10 | 19 | 3 | 26 | i | -8 | -3 | 4 | -9 | 2
CC(C)CCOC(=O)C(C)Sc1n[nH]c(=O)[nH]c1=O (centres undefined) | 1 | -2 | 1 | 5 | i | -1 | -5 | 0 | -1 | -2
Cc1n[nH]c(=O)c2c(NC(=O)CSc3nc4ccccc4c(=O)n3C(C)C)oc(C)c12 | -4 | 18 | -3 | 19 | i | 7 | -36 | 1 | 0 | 0
CCCCc1ccc(NC(=O)NCc2ccccn2)cc1 | 0 | 1 | -21 | -12 | i | -40 | -27 | 1 | 1 | -2
Cc1ccnc(NC(=O)c2cccc(S(=O)(=O)NCc3ccccc3)c2)c1 | . | 39 | -4 | -5 | i | 7 | . | . | 0 | 1
O=S(=O)(NCC1(N2CCOCC2)CCCCC1)c1ccc(Cl)cc1C(F)(F)F | -2 | 9 | 0 | 4 | i | -2 | -11 | -8 | -3 | 2
CCCS(=O)(=O)N1CCN(CCN2C(=O)c3cccc4cccc(c34)C2=O)CC1 | 6 | 7 | -2 | -13 | . | 5 | -27 | 3 | 6 | 1

Entries listed so far that contain a thiophene ring, fused or not (2):
SMILES | IEC-6 tox | AI-2 QS modul | HSF1 inh | aSyn 5UTR inh | PolyA inhibitor | HSF1 activator | KLF5 inhibitor | HSP90 refold inh | GSK3B inh | GSK3A inh
N#CC1=C(N)SC(C(=O)c2ccccc2)C1c1cccs1 (centres undefined) | -3 | 7 | 3 | 18 | i | 2 | -20 | 2 | -5 | 1
CCOC(=O)c1cc(C)sc1NC(=O)CN1CCN(C(=O)c2ccco2)CC1 | 10 | 19 | 3 | 26 | i | -8 | -3 | 4 | -9 | 2

The listing continues.
SMILES | IEC-6 tox | AI-2 QS modul | HSF1 inh | aSyn 5UTR inh | PolyA inhibitor | HSF1 activator | KLF5 inhibitor | HSP90 refold inh | GSK3B inh | GSK3A inh
O=C(Cc1ccccc1)NN1C(=O)C2C3C=CC([C@@H]2C1=O)C31CC1 (some centres undefined) | -4 | 1 | -6 | 16 | i | -5 | -15 | -10 | 3 | -3
CC(C)(C)OC(=O)CNC(=O)c1[nH]cnc1C(=O)Nc1ccc(CNC(=O)OC(C)(C)C)cc1 | . | 4 | -39 | -39 | i | -48 | . | . | 1 | -2
Cc1ccc(S(=O)(=O)c2nc(S(C)(=O)=O)sc2N2CC(C)OC(C)C2)cc1 (centres undefined) | -4 | 10 | -5 | -53 | . | -7 | -18 | -1 | 1 | -3
COc1ccc(OC)c2[nH]c(=O)c(CCNC(=O)C(=O)c3c(C)[nH]c4ccccc34)cc12 | -3 | 4 | 0 | 27 | i | 3 | 25 | 0 | 3 | 0
Cc1cccn2c(=O)c3cc(C(=O)NCCN4CCOCC4)c(=N)n(Cc4cccnc4)c3nc12 | -2 | 16 | 1 | 97* | i | -5 | -9 | -2 | -2 | 0
O=C(COc1cccc(NC(=O)c2cccc([N+](=O)[O-])c2)c1)c1ccc(Br)cc1 | 8 | 19 | 3 | 24 | i | 25 | -18 | 4 | 2 | 1
CC(C)(C)NC(=O)C(OC(=O)c1ccco1)c1ccc(Cl)cc1 (centres undefined) | -6 | 14 | -1 | 0 | i | 3 | -48 | -10 | -5 | 2
CCN(CC(=O)Nc1c(F)cccc1F)C(=O)c1cccc(-n2cccc2)c1 | . | 19 | 0 | 10 | i | 3 | . | . | 1 | -3
Cc1nn(CC(=O)Nc2cccnc2)c(=O)c2ccccc12 | -1 | -95* | -7 | -6 | i | -2 | -9 | 2 | 0 | -2
CCCC[N+](CC#CCO)(CC#Cc1ccccc1)CCCC | 0 | 9 | -6 | -2 | i | -1 | -13 | -6 | 2 | -3
O=C(NS(=O)(=O)Oc1cccc(F)c1)OC[C@@H]1CCCN2CCCCC12 (some centres undefined) | 4 | 28 | -1 | 15 | i | -4 | -5 | 1 | 0 | 9
CCc1cccc2c(C#N)cn(CCOc3ccccc3OC)c12 | -3 | 0 | 16 | 0 | i | 31 | -15 | 1 | 4 | -3
COc1cccc2c1Oc1ncccc1N(C(=O)CCC(=O)NCc1ccccc1Cl)C2 | 0 | 8 | 7 | 0 | i | -14 | -10 | -4 | 0 | 3
COc1cc(CN2CCN(CC3CC3)CC2CCO)cc(OC)c1 (centres undefined) | 1 | 5 | -5 | 3 | i | 6 | -33 | 2 | 3 | -2
CCOCCCNC(=S)N1C2CCC1CC(NC(=O)Nc1ccc(C(=O)OCC)cc1)C2 (centres undefined) | 5 | -11 | -4 | 11 | i | -10 | -31 | 0 | 3 | 0
Cc1ccc(C(C(=O)Nc2ccc(C(C)C)cc2)N(C)C(=O)c2ccc(=O)[nH]c2)cc1 (centres undefined) | 4 | 21 | 7 | -8 | i | 47 | 4 | -2 | 0 | -1
COCCCn1c(SCC(=O)NC(C)C)nnc1-c1ccccc1 | 1 | . | -8 | -2 | i | -8 | -17 | 3 | . | 0
O=[N+]([O-])c1ccc(O)c(CN2CCCCCC2)c1 | 2 | 45 | -3 | 4 | i | 3 | -18 | -2 | -3 | 1
O=C(OCCN1C(=O)c2ccccc2C1=O)c1ccccc1 | -1 | 4 | . | . | . | . | -28 | 3 | 0 | 0
CCOc1ncccc1C(=O)Nc1ccc(S(=O)(=O)Nc2nccs2)cc1 | 3 | 23 | -10 | 41 | i | 1 | -17 | 3 | 0 | 0
Fc1ccc2nc(C3CCN(Cc4nc(CC5CC5)no4)CC3)[nH]c2c1 | -7 | 28 | -3 | -9 | i | -5 | -9 | -5 | 3 | -5
COc1ccc(C2=NN(C(=O)c3cccc([N+](=O)[O-])c3)C(c3cccc([N+](=O)[O-])c3)C2)cc1 (centres undefined) | 6 | 12 | 14 | -24 | i | 47 | -38 | 2 | 1 | 2
OC(CN1CCN(c2ccccc2)CC1)Cn1c2ccccc2c2ccccc21 (centres undefined) | 5 | 11 | 10 | 9 | i | 20 | -1 | 4 | 1 | -3
N#C/C(=C(/O)COC(=O)c1ccc2c(c1)OCCO2)c1nc2ccccc2[nH]1 | 2 | 11 | -4 | 13 | i | -5 | -7 | 1 | 1 | 4
CCCCOc1ccc(CN2CCCCC2)cc1 | 3 | 11 | -2 | -16 | i | 2 | -21 | 1 | 0 | -2
Cc1ccc2nc(NC3=NC(CC(=O)O)C(=O)N3)nc(C)c2c1 (centres undefined) | -1 | 7 | 10 | 4 | i | -4 | -10 | -3 | 2 | 0
Cc1cc(C)cc(OCC(=O)N2CCc3ccccc3C2)c1 | 5 | -3 | 3 | 2 | i | 6 | -13 | 2 | 2 | -2
CN(C)c1nnnn1-c1ccc(Cl)cc1Cl | -2 | 23 | 3 | -10 | i | -2 | -7 | 3 | 0 | .
COc1cc(NC(=O)c2cccs2)c(OC)cc1NC(=O)c1ccco1 | 4 | 1 | -2 | 7 | i | -14 | 3 | 7 | 0 | 1
Cc1ccc2c(c1)NC(=O)CC(c1ccccc1)=N2 | 13 | 25 | 11 | -48 | i | 9 | -39 | -1 | 0 | 1
COc1ccc(/C=N/NC(=O)c2cc(-c3ccccc3OC(C)C)nc3ccccc23)cc1CN1CCOCC1 | -3 | 22 | -6 | -6 | i | 1 | -33 | 2 | 3 | -2
O=C(NCc1nc(-c2ccccc2)no1)c1cccs1 | -1 | -79* | -6 | 4 | i | 11 | -3 | -3 | 1 | -2
c1ccc2c(-n3cccn3)cccc2c1 | -1 | 11 | 14 | -83 | i | 41 | -16 | -1 | 2 | -4
CC(C)C(=O)Nc1c(-c2ccccc2)c(=O)c2ccccc2n1C | 3 | 16 | . | . | i | . | -31 | 2 | 0 | -1
COC(=O)c1ccc(C(=O)OC)c(NC(=O)CSc2nnc(-c3ccccc3Cl)o2)c1 | 0 | 19 | 3 | -4 | i | 21 | -45 | 3 | -4 | 0
CC1CCN(S(=O)(=O)c2nnc(NC(=O)COc3ccccc3)s2)CC1 | 7 | 11 | -13 | -12 | i | -13 | -42 | -2 | 3 | 0
CCN(C(=O)COC(=O)c1cccc(NS(=O)(=O)c2ccc(F)c(F)c2)c1)C1CCS(=O)(=O)C1 (centres undefined) | 4 | 13 | -1 | -9 | i | 8 | -2 | 0 | 3 | 0
CCOC(=O)C1(Cc2ccc(Cl)cc2)CCN(Cc2ccon2)CC1 | 4 | 28 | 0 | 0 | i | -1 | -10 | 5 | -1 | 0
COc1ccc(CCNC(=O)CC(c2ccccc2)c2cccc(C)c2O)cc1OC (centres undefined) | -2 | -19 | 4 | 15 | i | 11 | 3 | -2 | -1 | -2
COc1cc(C2NC(=O)NC(C)=C2C(=O)OCC2CCCCC2)cc(Cl)c1O (centres undefined) | -3 | 19 | 8 | -4 | i | 35 | -13 | 1 | -2 | 2
